# ANO1 activ: activates or potentiates the mouse TMEM16A chloride channel; HEK293 TMEM16A/YFP-H148Q/I152L, iodide quench fluorescence; active compounds read low; Q8BHY3; 0.3% of 340,000 active; B-score at 10 µM;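 active = fluorescence-ratio B-score plate-corrected deviation score at least 3 library SD below zero, with starting fluorescence score within 5 deviations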;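 also: channel opened by trigger with iodide after compound preincubation; score built on the fluorescence ratio of max minus min over baseline; more negative score means more quench and so TMEM16A activation or potentiation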
# RGS4 act: RGS4 potentiation or activation. HEK293 M3R/inducible RGS4, carbachol calcium flux Fluo4; active compounds read low. B-score at 10 µM. 0.92% of 310,000 active;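 active = B-score of the integrated calcium signal more than 4 SD below the library mean, with starting fluorescence not abnormally high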;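 also: negative B-score means reduced calcium response which marks RGS4 activation or potentiation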
#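 System – HEK293 FlpIn-TREx cells, stable M3R, doxycycline-inducible RGS4 · Reagent – ECmax carbachol challenge · Times – compound preincubation 20 min at room temperature before agonist · Technique – Fluo4 fluorescence kinetic imaging of calcium · Measure – B score of integrated Fluo4 ratio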
# KCNK3 block: human KCNK3 channel inhibition, primary screen. O14649. CHO-KCNK3 thallium flux, FluxOR fluorescence; active compounds read low. B-score at 10 µM. 0.84% of 340,000 active. AID 602410;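 active = B-score under library mean minus 4 SD, starting fluorescence ratio at most library mean plus 5 SD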;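 also: more negative B-score means stronger inhibition of thallium flux through KCNK3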
# Target sequence (O14649 whole entry, looked up): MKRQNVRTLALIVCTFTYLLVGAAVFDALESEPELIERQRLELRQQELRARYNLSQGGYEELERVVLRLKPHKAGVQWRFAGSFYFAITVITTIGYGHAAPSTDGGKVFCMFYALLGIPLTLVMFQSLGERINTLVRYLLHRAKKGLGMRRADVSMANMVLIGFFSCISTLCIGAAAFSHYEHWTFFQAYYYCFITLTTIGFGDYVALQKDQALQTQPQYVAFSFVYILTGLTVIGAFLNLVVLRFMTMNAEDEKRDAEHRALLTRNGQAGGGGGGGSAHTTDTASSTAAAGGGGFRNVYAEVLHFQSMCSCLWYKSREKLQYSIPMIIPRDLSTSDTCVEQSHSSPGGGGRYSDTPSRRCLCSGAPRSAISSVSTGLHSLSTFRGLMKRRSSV
# KCNQ1 pot: human KCNQ1 channel potentiation or activation | CHO-K1 KCNQ1, thallium flux FluxOR fluorescence; active compounds read high | B-score at 10 µM | 0.35% of 310,000 active | AID 2648;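 active = fluorescence ratio B-score, a plate-corrected score, at least three library SD, with initial intensity B-score within 5 SD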
#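 System: Stable KCNQ1 CHO-K1 line | Incubation: 90 min dye loading and 20 min compound exposure, both at room temperature | Measure: Ratio B score | Medium: Assay buffer for compound exposure, DMSO matched across wells | Compound dosing: Single-concentration screen | Probe or stimulus: K+/Tl+ depolarizing stimulus | Measured by: Kinetic FluxOR fluorescence, 10 s baseline plus 110 s post-stimulus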
# RGS4 inh: human RGS4 inhibition | HEK293 M3R/RGS4 inducible, Fluo-4 calcium flux; active compounds read high; triggered by carbachol at its EC20 | B-score at 10 µM | P49798 | 0.45% of 310,000 active;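 active = B-score, a plate-corrected calcium signal, over three deviations above library mean, with baseline fluorescence within five deviations of library mean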;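 also: RGS4 expression induced by doxycycline in cells with stable M3 receptor; B-score is computed from the integrated fluorescence ratio over baseline after carbachol; higher B-score means a larger calcium signal and so more RGS4 inhibition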
# hERG protect: shields human hERG channel from block by proarrhythmic agents; Q12809; activation (rescue from dofetilide block), less the hit threshold, % at 10 µM; AID 1511; 0.51% of 310,000 active; CHO-hERG, FluxOR thallium flux, dofetilide IC70 present;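 active = activation above the mean of controls blocked by dofetilide plus 5 SD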;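 also: thallium influx through hERG after potassium depolarization seen as dye fluorescence rise; in these data hits start at about 4.7%; inactives centre near -7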
# TMEM16A inh: blocks the mouse calcium-activated chloride channel TMEM16A; Q8BHY3; HEK293 TMEM16A/YFP iodide influx fluorescence, ionomycin; normalized B-score (activity score, 25-100; higher = stronger inhibition) at 10 µM; 1.2% of 310,000 active; AID 588511;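 active = ratio plate-corrected score three or more library SD toward inhibition, starting fluorescence score within five deviations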;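 also: score derived from kinetic fluorescence span divided by baseline fluorescence per well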
# KCNK9 block: human KCNK9 channel inhibition | Q9NPC2 | HEK293 KCNK9, FluxOR thallium flux fluorescence; active compounds read low | B-score at 10 µM | 1.2% of 310,000 active | AID 488922;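 active = ratio B-score over 3 SD below the library mean, with starting fluorescence within 5 SD of its mean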;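 also: negative B-score means less thallium flux so channel inhibition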
# Target sequence (Q9NPC2 whole entry, looked up): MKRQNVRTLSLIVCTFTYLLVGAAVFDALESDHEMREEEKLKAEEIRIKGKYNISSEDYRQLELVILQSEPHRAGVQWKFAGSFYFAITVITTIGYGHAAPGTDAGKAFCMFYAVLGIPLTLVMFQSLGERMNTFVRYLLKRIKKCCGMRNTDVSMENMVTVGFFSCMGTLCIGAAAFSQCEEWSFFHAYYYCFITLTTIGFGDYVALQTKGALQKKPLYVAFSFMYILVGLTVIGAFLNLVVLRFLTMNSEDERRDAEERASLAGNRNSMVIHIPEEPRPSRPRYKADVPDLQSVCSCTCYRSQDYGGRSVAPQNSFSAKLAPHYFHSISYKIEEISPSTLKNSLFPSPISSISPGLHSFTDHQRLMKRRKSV
# MrgX1 agonist: agonists of human MrgX1 receptor. Q96LB2. MrgX1-HEK293 cells, Fluo-4 calcium fluorescence, agonist mode; active compounds read high. B-score at 10 µM. 0.44% of 310,000 active;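 active = calcium response B-score plate-corrected fluorescence ratio at least 3 library SD, with starting fluorescence B-score inside 5 SD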
#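 Material: HEK293 cells stably expressing human MrgX1 receptor | Quantity: 15,000 cells per well | Times: Cells plated overnight, dye loaded 0.5 h 37 °C, 0.5 h room temperature | Measured by: Kinetic Fluo-4 NW fluorescence of intracellular calcium | Control set: Positive and negative controls per plate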
# MrgX1 PAM: allosterically activates human MrgX1 receptor signaling; Q96LB2; MrgX1-HEK293, Fluo-4 calcium flux, FDSS; active compounds read high; B-score at 10 µM; 0.63% of 310,000 active;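 active = plate-corrected calcium response at least 3 library SD above typical, normal starting fluorescence, not activating the receptor alone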;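 also: compound read alongside a low EC10 to EC30 dose of BAM8-22 agonist; peak minus trough fluorescence over baseline measured at the second addition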
# KCNQ1 block: human KCNQ1 channel inhibition; 1.3% of 310,000 active; P51787; B-score at 10 µM; CHO-K1 KCNQ1, FluxOR thallium flux fluorescence; active compounds read high;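 active = compounds whose thallium flux B-score, printed positive for inhibition, exceeds three library SD while starting fluorescence stays within three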;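 also: channel opened by potassium depolarization with thallium stimulus after 20 min compound exposure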
# The depositor's hits bear a star; i = inactive. No enrichment for hits (roughly 6.3% active in at least one column).
nr	SMILES	ANO1 activ	RGS4 act	KCNK3 block	KCNQ1 pot	RGS4 inh	hERG protect
1	CN(C)c1ccc(Cl)cc1N	i	i	i	i	i	-15
2	C=CCc1cccc(CNc2ccc(S(=O)(=O)Nc3nccnc3OC)cc2)c1O	i	i	i	i	i	-9
3	O=C(CCN1C(=O)[C@@H]2Cc3ccccc3CN2C1=O)NCCc1ccccc1	i	i	i	i	i	-9
4	CC(=O)Nc1ccc(S(=O)(=O)N2CCSC2c2ccccc2Cl)cc1 (stereo not drawn)	i	i	i	i	i	-2
5	C=CCN(CC=C)C(=S)NC(=O)/C=C/c1ccc(C)cc1	i	i	i	i	i	-4
6	CCCCCCOc1ccc(C(=O)O)cc1	i	i	i	i	i	1
7	COc1ccc(C[C@@H]2CN3C(=NC[C@@H]3C)N2CCNC(=O)c2ccc(C)c(Br)c2)cc1	i	i	i	i	i	-13
8	CCC(=O)OC1(C)C(=O)C2=COC(c3ccc(OC)cc3)=CC2=C(Br)C1=O (stereo not drawn)	i	i	i	i	i	-12
9	CN(C)/C=N/c1c(C#N)cnn1-c1ncnc2sc(-c3ccccc3)cc12	i	i	i	i	i	-12
10	Cc1c(Cl)cccc1NC(=S)NCCc1ccc(Cl)cc1	i	i	i	i	i	-8
11	Cc1ccc(C)c(N2C(=O)CC(Cc3ccc(Cl)cc3)C2=O)c1 (stereo not drawn)	i	i	i	i	i	-13
12	CCN(CC)S(=O)(=O)c1cc(C(=O)Nc2ccncc2)ccc1Cl	i	i	i	i	i	-11
13	CN(CC(=O)Nc1cccc(F)c1)C(=O)c1cccnc1Sc1ccccc1Cl	i	i	i	i	i	-18
14	CCn1ncc(C2=NOC(C(=O)Nc3cccc(C(C)=O)c3)C2)c1C (stereo not drawn)	i	i	i	i	i	-9
15	CN1C(=O)CC(N2CCN(c3ccccc3)CC2)C1=O (stereo not drawn)	i	i	i	i	i	-7

nr	TMEM16A inh	KCNK9 block	MrgX1 agonist	MrgX1 PAM	KCNQ1 block
1	i	i	i	i	i
2	i	i	i	i	i
3	i	i	i	i	i
4	i	i	i	i	i
5	i	i	i	i	i
6	i	i	i	i	i
7	i	i	i	i	i
8	i	i	i	i	i
9	i	i	i	i	i
10	i	i	i	i	15*
11	i	i	i	i	i
12	100*	i	i	i	i
13	i	i	i	i	i
14	i	i	i	i	i
15	i	i	i	i	i

# Compounds listed so far with nitrogen in an aromatic ring (five):
nr	SMILES	ANO1 activ	RGS4 act	KCNK3 block	KCNQ1 pot	RGS4 inh	hERG protect
2	C=CCc1cccc(CNc2ccc(S(=O)(=O)Nc3nccnc3OC)cc2)c1O	i	i	i	i	i	-9
9	CN(C)/C=N/c1c(C#N)cnn1-c1ncnc2sc(-c3ccccc3)cc12	i	i	i	i	i	-12
12	CCN(CC)S(=O)(=O)c1cc(C(=O)Nc2ccncc2)ccc1Cl	i	i	i	i	i	-11
13	CN(CC(=O)Nc1cccc(F)c1)C(=O)c1cccnc1Sc1ccccc1Cl	i	i	i	i	i	-18
14	CCn1ncc(C2=NOC(C(=O)Nc3cccc(C(C)=O)c3)C2)c1C (stereo not drawn)	i	i	i	i	i	-9

nr	TMEM16A inh	KCNK9 block	MrgX1 agonist	MrgX1 PAM	KCNQ1 block
2	i	i	i	i	i
9	i	i	i	i	i
12	100*	i	i	i	i
13	i	i	i	i	i
14	i	i	i	i	i

# One compound at a time, as listed above.
# `COc1ccc(C[C@@H]2CN3C(=NC[C@@H]3C)N2CCNC(=O)c2ccc(C)c(Br)c2)cc1` is listed as ANO1 activ = i; RGS4 act = i; KCNK3 block = i; KCNQ1 pot = i; RGS4 inh = i; hERG protect = -13; TMEM16A inh = i; KCNK9 block = i; MrgX1 agonist = i; MrgX1 PAM = i; KCNQ1 block = i
# `Cc1ccc(C)c(N2C(=O)CC(Cc3ccc(Cl)cc3)C2=O)c1` (stereo not drawn) is listed as ANO1 activ = i; RGS4 act = i; KCNK3 block = i; KCNQ1 pot = i; RGS4 inh = i; hERG protect = -13; TMEM16A inh = i; KCNK9 block = i; MrgX1 agonist = i; MrgX1 PAM = i; KCNQ1 block = i
# `CN(C)/C=N/c1c(C#N)cnn1-c1ncnc2sc(-c3ccccc3)cc12` is listed as ANO1 activ = i; RGS4 act = i; KCNK3 block = i; KCNQ1 pot = i; RGS4 inh = i; hERG protect = -12; TMEM16A inh = i; KCNK9 block = i; MrgX1 agonist = i; MrgX1 PAM = i; KCNQ1 block = i

# Further entries.
nr	SMILES	ANO1 activ	RGS4 act	KCNK3 block	KCNQ1 pot	RGS4 inh	hERG protect
16	CN(CCOc1ccc(-c2ccn(S(=O)(=O)c3ccc(Cl)cc3)n2)cc1)c1ccccn1	i	i	i	i	i	-13
17	CC1(C)CC(=O)c2c(O)cc(OCc3ccc(Br)cc3)cc2O1	i	i	i	i	i	-12
18	O=C(CSc1nc(C2CC2)nc2ccccc12)Nc1cccc(O)c1	i	i	i	i	i	-4
19	O=C(Nc1ccncc1)c1ccccc1[N+](=O)[O-]	i	i	i	i	i	-3
20	N#Cc1ccccc1Sc1ccccc1C(=O)OCC(=O)NC1CCS(=O)(=O)C1 (stereo not drawn)	i	i	i	i	i	-6
21	CCc1nn(CC(=O)NCCCN(C)Cc2ccccc2)c(=O)c2cc3sc(C)cc3n12	i	i	i	i	i	-12
22	Cc1ccc(S(=O)(=O)NC(C)C(=O)Nc2cccc([N+](=O)[O-])c2)cc1 (stereo not drawn)	i	i	i	i	i	-13
23	Nc1nc(OCc2ccccc2)c2[nH]cnc2n1	i	i	i	i	i	-6

nr	TMEM16A inh	KCNK9 block	MrgX1 agonist	MrgX1 PAM	KCNQ1 block
16	i	i	i	i	i
17	i	-8.4*	i	i	i
18	i	i	i	i	i
19	i	i	i	i	i
20	i	i	i	i	i
21	i	i	i	i	i
22	i	i	i	i	i
23	i	i	i	i	i

# Source: PubChem
